# Source: PubChem BioAssay
# MEX-5 binding: C. elegans MEX-5 TCR-2 RNA binding activity; Q9XUB2; MEX-5/FITC-TCR2 RNA binding, fluorescence polarization; hits give low values; activity score (negative = inhibition of binding), % at 10 µM; hit rate 0.38% among 300,000;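 active = inhibition past about -25% in most replicates, and total fluorescence under double the plate's negative control median, limit read from the data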;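 note: 0% = DMSO and -100% = 5 µM competing unlabeled TCR2 RNA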
# Target sequence (Q9XUB2 whole entry, looked up): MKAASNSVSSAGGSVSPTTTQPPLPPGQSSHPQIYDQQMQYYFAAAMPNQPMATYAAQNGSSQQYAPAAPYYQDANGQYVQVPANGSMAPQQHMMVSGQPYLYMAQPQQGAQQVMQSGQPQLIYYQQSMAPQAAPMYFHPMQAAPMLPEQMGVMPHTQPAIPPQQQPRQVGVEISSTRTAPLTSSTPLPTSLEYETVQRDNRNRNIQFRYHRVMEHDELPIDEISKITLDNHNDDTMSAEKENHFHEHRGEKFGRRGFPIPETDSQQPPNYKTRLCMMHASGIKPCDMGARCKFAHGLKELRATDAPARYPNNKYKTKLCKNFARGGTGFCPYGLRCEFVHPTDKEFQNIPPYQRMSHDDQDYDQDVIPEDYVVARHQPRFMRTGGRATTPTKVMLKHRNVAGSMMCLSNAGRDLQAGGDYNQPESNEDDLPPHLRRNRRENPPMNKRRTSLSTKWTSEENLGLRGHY
# AHR activator: human AHR activation; AHR-responsive luciferase reporter cells, luminescence; AID 2796; activation, % at 5 µM; hit rate 2.5% among 320,000; in the data active = activation above about 47%;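 note: 0% = vehicle wells and 100% = reference agonist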
# GLD-1 RNA inh: GLD-1-TGE RNA interaction inhibition (C. elegans); Q17339; purified GLD-1 + fluorescein TGE RNA, fluorescence polarization; inhibition, % at 5.96 µM; hit rate 0.44% among 320,000; AID 2280;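 active = percent inhibition above a per-plate cutoff, the plate mean of test compounds plus 3 SD, cut at about 30% in these data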;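 note: 0% = DMSO wells with GLD-1 and probe and 100% = wells lacking GLD-1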
# PAFAH1B2 FP inh: PAFAH1B2 (human) inhibition; P68402; inhibition, % at 3.39 µM; hit rate 1.2% among 340,000; recombinant PAFAH1B2, FP-rhodamine activity probe, fluorescence polarization; AID 492953;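 active = inhibition above the mean of all tested compounds plus 3 SD, cut at about 24% in these data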;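 note: 0% = enzyme with DMSO and 100% = wells lacking PAFAH1B2; many of its hits are not listed in these tables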
# Target sequence (P68402 whole entry, looked up): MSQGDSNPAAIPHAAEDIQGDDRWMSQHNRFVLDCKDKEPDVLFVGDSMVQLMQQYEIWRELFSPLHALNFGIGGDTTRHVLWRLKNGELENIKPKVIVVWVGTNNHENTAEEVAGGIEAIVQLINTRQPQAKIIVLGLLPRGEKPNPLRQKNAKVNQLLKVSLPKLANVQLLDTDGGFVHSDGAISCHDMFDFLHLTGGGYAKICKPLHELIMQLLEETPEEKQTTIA
# Fam108B inh: blocks mouse Fam108B hydrolase in RBBP9 counter-screen. hit rate 0.33% among 300,000. recombinant Fam108B, FP-Rh probe fluorescence polarization. inhibition, % at 9.51 µM;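 active = inhibition above the screen mean inhibition plus 3 SD, computed separately per campaign, cut at about 18% in these data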;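 note: inhibitors lower polarization as less probe binds the enzyme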
# pPAFAH inh: inhibitors of human plasma PAF acetylhydrolase (pPAFAH); Q13093; recombinant pPAFAH, FP-rhodamine probe fluorescence polarization; inhibition, % at 3.39 µM; hit rate 1.5% among 330,000; AID 463082;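 active = inhibition above the mean inhibition across the screen plus 3 SD, cut at about 25% in these data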;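 note: inhibitors block binding of the rhodamine activity-based probe so polarization drops; 0% = enzyme with DMSO and 100% = wells lacking pPAFAH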
# BCLXL inh: inhibitors of human Bcl-xL | inhibition, % at 10.9 µM | hit rate 0.7% among 320,000 | AID 2129 | GST-Bcl-xL / FITC-Bim BH3 peptide fluorescence polarization;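 active = inhibition above the mean of all tested compounds plus 3 SD, cutoff set per campaign, cut at about 30% in these data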;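 note: 0% = DMSO wells and 100% = unlabeled Bim-BH3 peptide competitor; inhibitors lower millipolarization by displacing the labeled peptide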
# Target sequence (Q07817 whole entry, looked up): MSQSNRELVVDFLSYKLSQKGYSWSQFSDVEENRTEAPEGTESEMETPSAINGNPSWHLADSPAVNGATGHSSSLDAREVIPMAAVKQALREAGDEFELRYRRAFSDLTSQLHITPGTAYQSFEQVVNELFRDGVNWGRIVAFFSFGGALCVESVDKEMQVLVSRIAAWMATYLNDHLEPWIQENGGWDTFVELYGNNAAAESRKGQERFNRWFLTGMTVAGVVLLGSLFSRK
# MCL1-BIM inh: MCL1-BIM-BH3 interaction inhibition (human). GST-MCL1 / FITC-Bim-BH3 fluorescence polarization. hit rate 0.68% among 320,000. inhibition, % at 10.9 µM. Q07820;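 active = inhibition above the mean inhibition of all tested compounds plus 3 SD, set per campaign, cut at about 40% in these data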;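 note: 0% = DMSO wells and 100% = unlabeled Bim-BH3 peptide control; higher means more loss of mP so more displacement of Bim peptide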
# PME-1 primary: PME-1 (human) inhibition | Q9Y570 | recombinant PME-1, FP-Rh probe fluorescence polarization | inhibition, % at 5.9 µM | hit rate 0.53% among 320,000 | AID 2130;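 active = inhibition above the campaign mean of all compounds plus 3 SD, cut at about 26% in these data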;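 note: competitive labeling of PME-1 active site by serine hydrolase directed probe; 0% = PME-1 with DMSO and 100% = wells lacking PME-1 enzyme; inhibitors block probe labeling so polarization falls and inhibition rises; many of its hits are not listed in these tables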
# Active calls of the source: *; . = not tested or not shown. These rows are one share of the data. The share of hits here may be higher or lower than overall.
SMILES,MEX-5 binding,AHR activator,GLD-1 RNA inh,PAFAH1B2 FP inh,Fam108B inh,pPAFAH inh,BCLXL inh,MCL1-BIM inh,PME-1 primary
COc1ccc(/C=C/C(=O)NCC(=O)N/N=C/c2cc(Br)ccc2OCc2ccccc2)cc1,1.4,-0.7,2.4,-7.0,-2.5,-1.3,-1.3,2.6,0.8
CCN(CC)S(=O)(=O)c1ccc(Cl)c(C(=O)Nc2nnc(C)s2)c1,-1.6,0.3,5.0,2.9,-1.5,7.0,4.9,-2.3,-2.1
CC(=O)N1N=C(c2cccs2)CC1c1ccc(Br)cc1 (stereo unspecified),-1.7,27.6,6.0,3.5,-0.3,3.7,-4.0,-1.5,-0.9
O=C(c1cccc(OC2CCN(Cc3cccc(OCCO)c3)CC2)c1)N1CCCC1,1.7,2.7,1.9,5.6,-0.2,0.2,7.3,5.3,-2.4
Cc1cc(-c2nnc(CCC(=O)NCC(C)c3ccccc3)o2)no1 (stereo unspecified),-1.6,6.2,5.2,-2.3,0.1,-6.9,-3.3,-1.1,5.0
Cc1ccc(NC(=O)CSc2nnc(CNC(=O)c3ccco3)n2C)c(C)c1,-0.5,0.0,4.6,1.3,-1.5,2.1,-1.6,7.6,2.5
O=C(Nc1ccccn1)C1CCN(c2ncnc3c2nc2n3CCCCC2)CC1,1.8,2.7,5.5,-1.4,-0.8,-5.4,-1.8,-6.0,3.6
O=C(c1cc(N2C(=O)C3C4CCC(C4)C3C2=O)ccc1Cl)N1CCN(c2ccccc2F)CC1 (stereo unspecified),-1.0,6.7,3.9,-0.2,-0.7,-1.2,4.9,9.6,1.3
Cc1cccc(Nc2n[nH]c(C)c2[N+](=O)[O-])c1,0.6,59.2*,0.7,3.5,-0.5,1.8,5.0,2.2,0.4
COc1ccc(S(=O)(=O)N2CCCCC2)cc1NC(=O)CCOc1cc(C)ccc1C,.,-1.2,9.6,-0.3,.,1.9,3.5,3.1,16.3
CN(CC(=O)Nc1ccc(F)c(F)c1F)C(=O)C1=NN(c2ccccc2)C(=O)CC1,.,7.4,-0.8,5.1,.,-4.0,-0.2,-6.1,-5.7
COc1cc(/C=C2\SC(=S)N(CCC(=O)Nc3cccc(O)c3)C2=O)cc(OC)c1OC,-2.6,-0.6,-7.8,2.2,-12.6,3.0,7.9,1.2,-17.5
O=C(COC(=O)/C(=C/c1cccs1)c1cccs1)NCc1ccccc1Cl,-0.1,-0.2,8.2,1.0,-6.4,6.0,-3.8,-12.9,1.2
C[C@H]1CN([C@@H](C)CO)C(=O)c2cccc(NC(=O)C3CC3)c2O[C@H]1CN(C)Cc1ccncc1,.,-1.8,3.4,4.0,.,0.2,.,.,.
CCOc1cc(CNCCc2ccc(S(N)(=O)=O)cc2)ccc1OCC(=O)NC1CCCCC1,0.8,1.5,1.2,-2.3,-0.9,-2.4,7.6,2.6,-3.3
O=C(NCCCN1CCCC1=O)c1ccccc1NS(=O)(=O)c1ccc(F)cc1,-1.4,0.9,3.0,3.7,-4.3,7.4,6.2,2.7,-3.9
O=C(Nc1nnc(COc2ccc(Cl)cc2)s1)c1ccc([N+](=O)[O-])cc1,0.1,1.8,0.5,-5.0,0.8,6.9,5.1,-5.6,-0.4
O=C(Cc1c(F)cccc1Cl)OCN1C(=O)c2ccccc2C1=O,0.0,0.3,-3.1,4.7,0.7,-3.4,0.9,2.2,0.1
O=C(OCn1nnc2ccccc2c1=O)c1cccs1,2.0,0.7,-0.1,6.2,-1.1,6.7,0.0,-4.1,-3.4
Cc1oc2c(C)c3oc(=O)c(CCC(=O)NCCN4CCOCC4)c(C)c3cc2c1C,0.3,-0.7,0.2,3.5,2.6,4.0,3.1,0.7,0.3
Cc1ccc(CSc2nnc(-c3ccc(S(=O)(=O)N4CCCC4)cc3)o2)cc1,0.0,-1.5,2.0,0.7,1.9,1.0,3.3,0.7,-1.6
O=C(c1cccc(C(F)(F)F)c1)N1CCOc2ccccc21,-0.1,0.7,10.8,6.4,1.5,-3.3,-3.0,8.3,0.5
O=C(Nc1cccc([N+](=O)[O-])c1)c1ccc(-c2ccccc2)cc1,2.4,-2.0,1.6,-0.8,-4.9,-1.1,1.7,2.1,-3.6
COc1cc([N+](=O)[O-])ccc1NC(=O)NCCCN1CCCC1=O,-1.8,6.0,-4.0,4.4,-1.6,0.5,-1.2,2.4,1.4
COCCNC(=O)/C(C#N)=C/c1cccc(OCc2ccccc2)c1,-0.3,6.5,0.5,6.7,-9.0,2.6,-1.4,3.7,-11.4
COCCNC(=O)c1ccccc1NC(=O)c1ccccc1N(C)S(=O)(=O)c1ccccc1,-1.5,-1.9,-1.4,5.8,-0.5,0.4,-0.1,-1.5,-4.9
Cc1ccc(/C=C/C(=O)Nc2ncc(C)s2)o1,-0.5,37.2,13.0,-1.6,-4.9,-0.3,15.7,10.9,-2.6
COc1cc(NC(=S)N2CCN(c3ccccn3)CC2)cc(OC)c1OC,-0.5,1.1,-3.2,1.4,-3.5,2.0,4.8,7.8,-1.6
COc1ccc(C(=O)Cn2nnc(-c3ccccc3-n3cnnn3)n2)cc1,1.1,-1.2,0.1,4.4,-6.3,3.3,0.3,-0.6,3.4
Cc1ccc(N)c(C(=O)CCCCC(=O)O)c1,1.7,-1.7,2.5,2.6,-0.3,-3.0,3.5,6.7,-3.6
Cc1ccc(C)c(NC(=O)C(Sc2nncn2C)c2ccccc2)c1 (stereo unspecified),0.5,1.7,1.7,2.9,-5.2,-0.1,1.2,4.8,-0.8
COc1cc(/C=C/C(=O)N2c3ccccc3Sc3ccc(C(F)(F)F)cc32)cc(OC)c1OC,-1.9,0.1,2.0,-2.0,-10.5,-3.2,2.6,0.6,-5.2
O=C(NCc1ccco1)c1csc(Nc2ccccc2Cl)n1,0.9,11.1,-2.8,5.9,-6.5,7.9,8.2,0.1,9.9
CC1Cc2ccccc2N1C(=O)CSc1nncn1C (stereo unspecified),0.3,-0.4,6.0,3.7,0.3,-2.7,7.2,12.0,-3.8
O=C(COC(=O)c1ccccc1O)Nc1ccc(S(=O)(=O)N2CCCCC2)cc1,0.0,-0.7,9.1,-6.4,0.9,-8.1,-6.7,-9.3,0.5
Cc1ccc(NC(=O)c2ccc3c(c2)C(=O)N(Cc2cccnc2)C3=O)c(C)c1,0.0,4.1,3.3,1.5,3.4,4.6,0.5,-1.7,-1.6
O=C1NC(=S)N/C1=C/c1cc2c(cc1[N+](=O)[O-])OCO2,0.2,6.0,41.6*,14.1,46.6*,4.1,52.6*,67.1*,14.7
O=C(CN1C(=O)/C(=C/c2ccccc2)SC1=S)NC1CCS(=O)(=O)C1 (stereo unspecified),1.6,0.3,-5.5,-1.0,-7.7,4.0,7.1,11.9,-3.6
COc1ccc(OC)c(-n2nnnc2SCC(=O)O)c1,3.4,0.7,-1.2,-3.0,-4.2,-1.7,2.7,3.0,2.6
CCCCCCCCN1[C@@H](CC(=O)OC)c2cc(F)ccc2S1(=O)=O,-0.8,5.6,4.6,9.5,5.1,4.5,0.8,4.1,-3.1

# Reprinted from above (3 entries):
SMILES,MEX-5 binding,AHR activator,GLD-1 RNA inh,PAFAH1B2 FP inh,Fam108B inh,pPAFAH inh,BCLXL inh,MCL1-BIM inh,PME-1 primary
O=C(CN1C(=O)/C(=C/c2ccccc2)SC1=S)NC1CCS(=O)(=O)C1 (stereo unspecified),1.6,0.3,-5.5,-1.0,-7.7,4.0,7.1,11.9,-3.6
COc1ccc(OC)c(-n2nnnc2SCC(=O)O)c1,3.4,0.7,-1.2,-3.0,-4.2,-1.7,2.7,3.0,2.6
CCCCCCCCN1[C@@H](CC(=O)OC)c2cc(F)ccc2S1(=O)=O,-0.8,5.6,4.6,9.5,5.1,4.5,0.8,4.1,-3.1

# (further entries)
SMILES,MEX-5 binding,AHR activator,GLD-1 RNA inh,PAFAH1B2 FP inh,Fam108B inh,pPAFAH inh,BCLXL inh,MCL1-BIM inh,PME-1 primary
O=C(c1ccc(-c2nnc(Nc3ccccc3)c3ccccc23)cc1)N1C[C@H]2C[C@H](C1)c1cccc(=O)n1C2,0.3,0.0,1.4,2.7,-5.2,5.2,7.8,13.5,3.3
CCOC(=O)c1[nH]c2ccccc2c1NC(=O)c1ccc(Br)o1,-0.6,46.2,5.6,4.1,4.4,9.4,-5.8,0.3,0.3
CC(C)(C)c1oc(C(=O)O)cc1CN1CCOCC1,-1.6,0.3,0.7,-1.9,2.2,-0.8,-0.8,0.1,-2.4
COc1ccc(CCNC(=O)C2CCN(S(=O)(=O)c3cccs3)CC2)cc1OC,2.5,-0.1,-2.4,4.1,0.9,3.0,4.0,4.1,4.8
CCOc1ccccc1NC(=O)c1sc2ncn(CC(=O)N3CCOCC3)c(=O)c2c1C,2.5,54.7*,-2.6,6.6,0.6,-1.3,-2.7,-3.8,-7.0
COc1ccc(NC(=O)N(C)C[C@H]2Oc3c(NC(=O)Nc4ccc(C(F)(F)F)cc4)cccc3C(=O)N([C@H](C)CO)C[C@@H]2C)cc1,.,1.4,9.8,35.5*,.,1.5,.,.,.
CCn1c(SCc2ccccc2)nnc1-c1cccs1,2.3,-3.7,5.8,-0.8,-0.9,2.9,-4.3,-7.2,-1.6
CN(C)/C=C(\C#N)c1nc2ccccc2[nH]1,-1.4,4.4,8.3,20.3,-1.1,3.1,5.2,10.1,0.2
COC(=O)C1=C(C)NC2=C(C(=O)CCC2)C1c1cn(Cc2ccc(Cl)cc2Cl)nc1-c1ccccc1 (stereo unspecified),3.0,4.1,-4.0,1.2,2.0,7.4,2.4,1.1,-0.2
Cn1c(CSCc2ccc(Cl)c(Cl)c2)nnc1SCC(=O)Nc1nccs1,0.0,2.1,-2.0,4.2,-2.3,-0.6,2.4,4.7,5.8
COC(=O)c1c(=O)n(O)c2ccc(OC)cc2[n+]1[O-],-30.3*,-0.3,146.5*,7.3,4.1,2.3,168.5*,197.9*,2.5
CCn1c(CSc2nc3ccccc3[nH]2)n[nH]c1=S,16.5,4.6,-2.9,6.6,4.7,1.4,-10.2,-17.0,-4.9
O=C(Nc1ccc(F)cc1)c1ccc(COc2ccccc2)cc1,-0.9,-1.1,8.3,-3.5,-2.2,6.0,6.9,6.7,0.9
O=C1CC(C(=O)N2CCOCC2)C2(CCCCC2)O1 (stereo unspecified),-1.1,-1.6,-9.1,0.5,3.3,-0.7,-0.3,0.2,-1.6
COc1ccc(Cn2c(=O)c3[nH]cnc3n(-c3ccc(C)cc3)c2=O)cc1,1.0,0.6,1.9,2.1,0.6,-2.6,3.4,-1.8,-1.3
CCC(C)NCCOc1cc(C)cc(C)c1C (stereo unspecified),-1.1,0.1,1.5,-2.5,0.4,-0.1,3.5,-2.9,6.6
O=C(CCN1CCN2CCCC2C1)N1c2ccccc2Sc2ccc(Cl)cc21 (stereo unspecified),1.9,-0.7,-1.4,4.4,-2.8,8.8,4.4,3.8,3.7
Cc1ccc(C)c(C(=O)COC(=O)CN2C(=O)C3C4CCC(C4)C3C2=O)c1 (stereo unspecified),-1.7,-1.4,5.4,4.9,1.2,1.8,2.5,6.8,3.1
OC(c1ccc(F)cc1)C(CN1CCOCC1)c1ccccc1 (stereo unspecified),-0.5,3.6,-7.2,5.5,-36.2,-4.0,0.4,3.4,-0.1
C=CCOc1ccccc1/C=c1\sc2nc(=O)c(C)nn2c1=O,.,11.4,-0.4,11.3,8.2,23.8,6.1,18.8,11.8
COC(=O)C1CCN(C(=O)Cc2ccc(OC)c(OC)c2)CC1,0.0,1.6,4.0,0.7,-0.6,1.3,6.6,6.8,-4.8
